CIT2-GFP yeast: modulators of TOR pathway CIT2-GFP in S. cerevisiae; S. cerevisiae CIT2-GFP strain, flow cytometry, 3 h; 100 means same as DMSO wells; GFP response vs DMSO, % at 10 µM; 320,000 compounds, 0.065% hits;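 active means GFP response relative to DMSO above a set limit, near the screen mean plus 3 SD, cut at about 150% in these data; inconclusive means Fewer than 70 cells measured for a yeast strain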;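 further: ratio of well median GFP fluorescence to mean of DMSO wells on the plate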
MEP2 TOR yeast: yeast TOR pathway MEP2-GFP modulation | S. cerevisiae MEP2-GFP strain, flow cytometry GFP, 3 h; 100% = DMSO control level | GFP response vs DMSO, % at 10 µM | 330,000 compounds, 0.51% hits;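 active means GFP response versus DMSO above a set limit, roughly screen mean plus 3 SD, cut at about 180% in these data; inconclusive means fewer than 70 cells counted for a yeast strain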;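 further: median GFP fluorescence of the barcode-gated MEP2-GFP cells per well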
LAP4 TOR yeast: modulators of TOR pathway LAP4-GFP in S. cerevisiae. S. cerevisiae LAP4-GFP multiplex, flow cytometry GFP, 3 h; median GFP as percent of DMSO wells. GFP response vs DMSO, % at 10 µM. 320,000 compounds, 0.34% hits;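 active means GFP response vs DMSO above a set limit, about the screen mean plus 3 SD, cut at about 150% in these data; inconclusive means under 70 cell events counted for the yeast strain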
AGP1 TOR yeast: modulators of TOR pathway AGP1-GFP in S. cerevisiae; AID 2066; 320,000 compounds, 0.02% hits; S. cerevisiae AGP1-GFP multiplex flow cytometry, 3 h; GFP as percent of DMSO wells; GFP response vs DMSO, % at 10 µM;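 active means GFP response relative to DMSO above a set limit, near screen average plus 3 SD, cut at about 150% in these data; inconclusive means fewer than 70 cells counted for the yeast strain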;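 further: median GFP channel fluorescence of the gated AGP1 strain per well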
GRK2 aptamer HTS: human GRK2 inhibition via aptamer displacement. P25098. bead flow cytometry, FAM-aptamer displacement from GRK2. inhibition of aptamer binding, % at 10 µM. 330,000 compounds, 0.59% hits. AID 488847;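 active means inhibition of aptamer binding above 40%, roughly 3 SD of noise, on plates passing a quality check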;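 further: median bead fluorescence of bound FAM aptamer so fluorescent compounds give negative values; no value below 0 was filed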
JMJD2C inh: inhibitors of human GASC-1 (JMJD2C) demethylase | GST-JMJD2C(1-420) H3K9me3 demethylation, DELFIA europium | inhibition, % at 2.35 µM | 330,000 compounds, 0.069% hits;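 active means more than half of a compound's replicate wells show inhibition beyond 50%, single wells judged on their own value; inconclusive means some, but no more than half, of replicates pass 50% inhibition; inactive means no replicate passes 50% inhibition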;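 further: signal counts dimethyl H3K9 product captured on neutravidin plate; 0% = median of DMSO wells and 100% = 0.3 times that DMSO median; strong numbers were not always called active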
VLA-4 inh: inhibition in a human VLA-4 binding assay; VLA-4 expressing cells, ligand binding flow cytometry; inhibition, % (about 7 µM as worked out from the volumes in the protocol); 330,000 compounds, 0.2% hits; AID 2557; in the data active means inhibition above about 50%
Target sequence (P13612 whole entry, looked up): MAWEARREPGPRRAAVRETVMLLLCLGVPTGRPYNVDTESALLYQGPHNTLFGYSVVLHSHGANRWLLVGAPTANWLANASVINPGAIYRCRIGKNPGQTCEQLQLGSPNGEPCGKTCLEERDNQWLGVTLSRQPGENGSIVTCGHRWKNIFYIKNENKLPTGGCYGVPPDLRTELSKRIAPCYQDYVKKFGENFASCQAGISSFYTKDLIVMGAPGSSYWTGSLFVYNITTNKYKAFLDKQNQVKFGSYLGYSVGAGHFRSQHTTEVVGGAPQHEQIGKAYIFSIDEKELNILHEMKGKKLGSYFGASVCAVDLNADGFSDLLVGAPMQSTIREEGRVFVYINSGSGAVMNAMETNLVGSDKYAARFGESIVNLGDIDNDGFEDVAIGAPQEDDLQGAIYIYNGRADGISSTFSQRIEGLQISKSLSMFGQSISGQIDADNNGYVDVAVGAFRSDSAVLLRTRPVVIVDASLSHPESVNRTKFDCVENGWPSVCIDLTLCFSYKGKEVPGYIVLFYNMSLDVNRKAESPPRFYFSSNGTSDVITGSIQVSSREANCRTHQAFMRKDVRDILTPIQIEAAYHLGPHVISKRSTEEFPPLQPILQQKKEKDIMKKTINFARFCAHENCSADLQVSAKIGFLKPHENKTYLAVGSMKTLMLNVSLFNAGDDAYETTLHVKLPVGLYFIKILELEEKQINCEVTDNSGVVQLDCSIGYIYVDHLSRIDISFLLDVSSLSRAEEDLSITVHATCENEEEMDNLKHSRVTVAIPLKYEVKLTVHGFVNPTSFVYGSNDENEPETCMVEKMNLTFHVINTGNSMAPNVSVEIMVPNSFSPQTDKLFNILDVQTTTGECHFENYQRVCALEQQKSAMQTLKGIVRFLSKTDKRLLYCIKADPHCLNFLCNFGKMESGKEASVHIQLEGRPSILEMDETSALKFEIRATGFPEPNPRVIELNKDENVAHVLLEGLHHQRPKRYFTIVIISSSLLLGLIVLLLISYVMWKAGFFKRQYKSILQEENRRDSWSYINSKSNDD
RPL19A TOR yeast: yeast TOR pathway RPL19A-GFP modulation. percent response vs DMSO, % at 10 µM. 330,000 compounds, 0.3% hits. S. cerevisiae RPL19A-GFP strain, flow cytometry, 3 h; stronger effect = lower value;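 active means percent response vs DMSO below 50%; inconclusive means fewer than 70 events counted for the yeast strain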;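 further: median channel GFP fluorescence of the barcoded RPL19A-GFP strain; ratio of sample median GFP to plate DMSO average so 100% = DMSO; lower means less RPL19A-GFP as with rapamycin TOR inhibition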
An asterisk follows results filed as active; i = inactive; u = inconclusive; x = no result given; [ ] = another dose, or the depositor's remark.

molecule,CIT2-GFP yeast,MEP2 TOR yeast,LAP4 TOR yeast,AGP1 TOR yeast,GRK2 aptamer HTS,JMJD2C inh,VLA-4 inh,RPL19A TOR yeast
N#CC(C#N)=Cc1ccc(OC(=O)c2ccccn2)cc1,95,97,86,89,3,-1,-154,95
Cn1ncc([N+](=O)[O-])c1C(=O)Nc1cccc(Cl)c1,103,112,91,94,0,2,9,107
O=C(NC(=S)Nc1ccccc1N1CCOCC1)c1sc2ccccc2c1Cl,102,105,90,99,0,-35,5,103
COc1ccc(OCCCC(=O)Nc2cccc([N+](=O)[O-])c2)cc1,95,96,103,95,4,11,4,99
CCOC(=O)C1=C(CN2CCN(CCC#N)CC2)NC(=O)NC1c1ccc2c(c1)OCO2 (stereo unspecified),91,96,99,95,2,3,7,96
Cc1cccc(NC(=O)CN2CCSc3ccccc32)c1,78,91,110,96,1,9,-8,93
COc1cc(OC)c(C(=O)CCC(=O)O)cc1OC,109,118,122,112,1,-6,17,113
NC(=O)CC(NC(=O)Cc1cccc2ccccc12)c1ccc(NC2CCCCCC2)c([N+](=O)[O-])c1 (stereo unspecified),74,88,95,80,0,-2,-1,97
FC(F)(F)c1cc(-c2ccc(Cl)cc2)nc(NCc2cccnc2)n1,116,103,103,103,0,9,-3,97
CCn1cc(CN2CCCC(CNS(=O)(=O)Cc3ccccc3)C2)cn1 (stereo unspecified),107,77,100,90,2,-14,5,103
OC(CN1CCN(c2ccccc2)CC1)c1ccc2c(c1)CCN2 (stereo unspecified),98,95,91,93,0,10,3,96
CCOC(=O)N1CCN(C2=C(NS(=O)(=O)c3ccc(C)cc3)C(=O)c3ccccc3C2=O)CC1,100,103,95,76,2,2,-1,94
Nc1nc2nccc(-c3ccc(Cl)cc3)n2n1,124,116,111,106,1,2,25,103
Cc1ccc(-c2nn(CCC(=O)O)cc2CCC(=O)O)cc1,111,113,100,112,1,0,1,108
CCOC(=O)N/N=C/c1ccc(N2CCOCC2)s1,110,107,99,111,0,-7,0,104
Cc1cc(C)cc(C(=O)Nc2nnc(SCC(=O)NCC3CCCO3)s2)c1 (stereo unspecified),111,113,117,113,0,-5,-17,102
CCOc1ccccc1CNS(=O)(=O)c1ccc(-c2cnc(C3CC3)o2)cc1,107,100,118,108,0,17,i,97
CCC1(C)Cc2c(sc3[nH]c(=S)n(Cc4ccccc4)c(=O)c23)CO1 (stereo unspecified),u,234*[may fluoresce violet],88[may fluoresce violet],x,0,3,8,51[may fluoresce violet]
Cc1cc(C)cc(NC(=O)Nc2c(Br)cnn2C)c1,118,102,123,118,2,-2,7,102
Oc1ccccc1N1CCN(CC(O)COCc2ccccc2Cl)CC1 (stereo unspecified),96,98,99,101,0,-9,18,96
O=C(Cn1nc(C(=O)O)c2ccccc2c1=O)Nc1cccc(S(=O)(=O)N2CCCCC2)c1,98,96,93,100,3,x,-2,100
CC(C)Oc1ccc(C(=O)NC(C)(C)CO)cc1,x,98,94,101,22,-5,-15,104
COc1ccc2[nH]c3c(=S)nc[nH]c3c2c1,100,96,102,102,0,24,0,96
O=C(NCCc1c[nH]c2ccccc12)C(=O)Nc1ccccc1,100,94,108,102,3,-6,-18,98

Some values from the list.
LAP4 TOR yeast with CCOc1ccccc1CNS(=O)(=O)c1ccc(-c2cnc(C3CC3)o2)cc1 → 118
VLA-4 inh with Cc1ccc(-c2nn(CCC(=O)O)cc2CCC(=O)O)cc1 → 1
GRK2 aptamer HTS with CCOC(=O)N/N=C/c1ccc(N2CCOCC2)s1 → 0

(next part)
molecule,CIT2-GFP yeast,MEP2 TOR yeast,LAP4 TOR yeast,AGP1 TOR yeast,GRK2 aptamer HTS,JMJD2C inh,VLA-4 inh,RPL19A TOR yeast
Cc1ccccc1OCCn1c(=S)[nH]c2c(N)ncnc21,97,97,95,98,1,4,-353,103
CC(C)(C)c1ccc(C(=O)NN=C2CCCC2)cc1,102,104,88,96,0,3,9,106
O=C(Nc1ccccc1Oc1cccnc1)C1CCCN(C/C=C/c2ccccc2)C1 (stereo unspecified),102,98,72,98,0,2,9,112
COC(=O)c1ccc(NC(=O)CN2C(=O)CSC2=O)cc1,98,103,98,98,0,-4,-1,98
Cc1ccccc1NC(=O)c1ccc(S(=O)(=O)N(C)C)cc1,99,105,96,104,0,-2,42,98
CCOC(=O)c1c(C)nc2sc3c(c2c1-c1ccc(OC)cc1)NC(c1ccc(OC)cc1)NC3=O (stereo unspecified),95,101,101,99,0,-9,17,94
CCN(C(=O)COc1ccc(C(C)=O)cc1)c1cccc2ccccc12,94,87,90,91,0,-5,-3,92
C/C(=N/NS(=O)(=O)c1cccc([N+](=O)[O-])c1)c1ccncc1,101,96,93,91,5,4,6,87
Cc1nc(N2CCN(C(=O)c3ccco3)CC2)[nH]c(=O)c1C,101,110,92,97,1,-10,2,104
COc1ccc(S[C@@H](CCN2CC[C@H](O)CCC2=O)c2ccccc2)cc1,95,84,92,89,5,9,10,93
CCS(=O)(=O)N1Cc2ccccc2CC1C(=O)NCC12CC3CC(CC(C3)C1)C2 (stereo unspecified),107,98,96,105,2,0,-16,101
Cc1nc(CCN2C(=O)c3ccccc3C2=O)n[nH]1,109,106,102,107,1,-1,-19,105
Cc1ccc(-c2cc(C(=O)N/N=C/c3c(C)nn(C)c3C)c3ccccc3n2)c(C)c1,95,99,108,100,0,18,5,101
Nc1nc(-c2ccccc2)c(N=Nc2cccc3ccccc23)s1,109,116,107,82,0,-5,35,101
O=c1oc(-c2cccs2)nc2sc3c(c12)CCCCC3,102,109,106,107,3,6,3,105
C=CCn1c(SCC(=O)O)nnc1-c1cccc(Cl)c1,114,112,109,111,0,1,11,107
CCc1c(C)nc(SCC(=O)NC2CCCC2)[nH]c1=O,97,102,96,96,1,-6,4,101
COc1cc(OC)c(OC)cc1CN1CCN(Cc2ccc(SC)cc2)CC1,92,90,94,95,0,0,10,95
Cc1ccc2nc(SCC(=O)c3ccc4c(c3)NC(=O)CO4)[nH]c2c1,98,105,101,93,4,-5,7,110
O=C1c2ccccc2NC(c2cccc(F)c2)N1Cc1ccco1 (stereo unspecified),81,97,99,88,0,31,-2,93
Cc1c(NC(=O)C2(c3ccc(Cl)cc3)CCCC2)c(=O)n(-c2ccccc2)n1C,101,101,93,104,0,7,8,97
COC(/C=C/Nc1ccc(C)c(C)c1)=C(C#N)C#N,98,95,96,100,1,-24,10,99
COCCN(CCOC)c1nc(-c2ccc([N+](=O)[O-])cc2)nc2ccccc12,102,108,95,97,0,9,10,105
c1ccc(Nc2ncnc3sc4c(c23)CCC4)cc1,79,98,111,81,0,i,21,90
Cc1nn2c(-c3cccnc3)ccnc2c1-c1ccccc1,100,111,105,97,5,-3,-3,106
CCC1Oc2ccc(C)cc2N(Cc2cccc(C)c2)C1=O (stereo unspecified),93,101,97,96,0,5,-9,100
O=[N+]([O-])c1ccc(C[n+]2cc(-c3ccc(Cl)c(Cl)c3)n3c2CCCCC3)cc1,95,90,100,101,0,37,-1,94
CC(=O)C1=C(O)C(=O)OC1c1ccc(C)cc1 (stereo unspecified),105,95,96,101,0,5,-12,93
COCCn1c(SCC(=O)Nc2cc(Cl)ccc2OC)nc2c(c1=O)SC(C)C2 (stereo unspecified),97,98,98,99,0,6,28,97
CCc1ccc(NC(=O)CSc2nnc(SCC(=O)Nc3ccc(CC)cc3)n2N)cc1,88,97,93,89,0,0,17,91
CC(C)COc1cccc(-c2cc(C(=O)N/N=C/c3ccncc3)c3ccccc3n2)c1,112,110,82,98,0,1,7,117
Cc1ccc(C(=O)N2CC(C)OC(C)C2)cc1[N+](=O)[O-] (stereo unspecified),91,93,92,87,0,-5,1,92
O=C(O)COc1ccc(Br)cc1/C=N\Nc1ccccn1,102,108,88,101,3,23,7,103
CCOC(=O)c1cnc(SCc2cccc(C)c2)nc1N,92,96,97,x,0,21,-1,96
C=CCSc1ncccc1C(=O)NCCc1ccc(Cl)cc1,88,108,107,89,0,-1,1,100
COc1cc2cc(C(c3nnnn3C3CCCC3)N3CCc4ccccc43)c(=O)[nH]c2cc1OC (stereo unspecified),99,100,104,102,0,14,4,96
NNC(=S)Nc1ccccc1Cl,94,91,98,97,0,-24,8,91
N#Cc1ccc(OCc2ccc(C(=O)O)o2)cc1,106,103,101,104,0,0,-3,98
COc1ccc(NC(=O)CCC(=O)Nc2ccc3nc(N4CCOCC4)cc(C)c3c2)c(OC)c1,104,92,86,98,0,30,0,100
O=C(Nc1ccc(NS(=O)(=O)c2ccccc2)cc1)c1ccccc1Cl,115,111,98,103,3,-1,4,105
COc1cc(O)c(C(C)=O)cc1OC,94,109,116,106,1,10,9,100
O=C1CCCN1CCCNc1nc2c(S(=O)(=O)c3ccccc3)nnn2c2ccc(Cl)cc12,102,99,93,103,0,2,0,101
CC(OC(=O)CCCN1C(=O)c2ccccc2C1=O)C(=O)Nc1ncc(Cl)cc1Cl (stereo unspecified),94,101,97,91,0,-12,-22,95
COc1ccc(NC(=S)N2CCCC(c3nc4ccc(C)cc4[nH]3)C2)c(OC)c1 (stereo unspecified),96,100,95,99,0,0,54*,100
CCCN1C(=O)S/C(=C\c2ccc(N3CCOCC3)o2)C1=O,115,101,116,95,3,-2,-15,97
CNCc1ccccc1Sc1ccc(OC)c(OC)c1,104,95,92,96,0,-8,3,98
COc1ccc(N2CCN(C(=O)c3ccc(C)c(NC(=O)c4ccco4)c3)CC2)cc1,86,95,95,92,0,5,-2,90
CCOC(=O)c1c(C)[nH]c(C(C)=NNC(=O)Cn2nc(C)cc2C)c1C,103,107,110,107,0,3,6,107
C=CCC[C@@H](Cc1ccc(F)cc1)C(=O)OC[C@@H](NC(=O)[C@H](CC=C)CC(=O)NCCO)C(C)(C)C,95,98,81,95,5,-4,4,94
Cc1ccc(OCC(=O)N2CCc3ccccc3C2)cc1,105,99,92,99,27,10,-3,107
CCCc1nn2c(=O)cc(CSCC(=O)Nc3cccc(C)c3)nc2s1,113,115,102,103,0,7,7,98
Cc1ccc(S(=O)(=O)CCC(=O)Nc2ccccc2Br)cc1,98,104,98,103,6,2,3,103
Cc1ccccc1NC(=O)c1ccc(C)c(S(=O)(=O)Nc2ccccn2)c1,96,100,98,103,2,-11,-2,101
CCc1ccc(NC(=O)C2CCN(S(=O)(=O)c3ccc4c(c3)NC(=O)CO4)CC2)cc1,114,109,101,102,0,-9,-19,107
CC(C)(C)c1ccc(-c2noc(CCC(N)=O)n2)cc1,92,107,97,96,0,13,20,92
O=C(NN=Cc1ccc(O)cc1O)c1ccccc1NS(=O)(=O)c1cccs1,105,100,104,106,4,16,-9,99
Cc1cc(C)nc(SCC(=O)NC2CCCCC2C)n1 (stereo unspecified),89,99,104,99,1,-6,3,97

Bioassay records from PubChem.
